NPC1 prom act – qHTS Assay for NPC1 Promoter Activators | Potency, µM (highest dose often 9.22 µM), for inactives: top-dose activation, most hits filed as activators | 2.4% of 320,000 active | AID 485313, 2010 | Huh7 NPC1 promoter luciferase reporter, 24 h;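 further: % of control where 0% means no effect; nearly all actives have a fitted effect of over 60% in size; reporter is driven by a mutant NPC1 promoter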
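Luciferase expression driven by the NPC1 promoter was measured in stably transfected Huh7 cells after a 24 h compound incubation, using a luciferase reagent and a luminescence read.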
FLuc counter – qHTS profiling assay for firefly luciferase inhibitor/activator using purifed enzyme and Km concentrations of substrates (counterscreen for miR-21 project). Luciferin 4-monooxygenase (Photinus pyralis), P08659. purified FLuc, Km substrates, luminescence inhibition. Potency, µM (doses to about 57.5 µM), for inactives: top-dose activity change, negative = inhibition, hits mostly inhibitors. 6.9% of 360,000 active. AID 588342, 2011;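 further: plate controls were vehicle for no effect and reference inhibitor for full effect; nearly all actives have a fitted effect of over 55% in size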
Target sequence (P08659 whole entry, looked up): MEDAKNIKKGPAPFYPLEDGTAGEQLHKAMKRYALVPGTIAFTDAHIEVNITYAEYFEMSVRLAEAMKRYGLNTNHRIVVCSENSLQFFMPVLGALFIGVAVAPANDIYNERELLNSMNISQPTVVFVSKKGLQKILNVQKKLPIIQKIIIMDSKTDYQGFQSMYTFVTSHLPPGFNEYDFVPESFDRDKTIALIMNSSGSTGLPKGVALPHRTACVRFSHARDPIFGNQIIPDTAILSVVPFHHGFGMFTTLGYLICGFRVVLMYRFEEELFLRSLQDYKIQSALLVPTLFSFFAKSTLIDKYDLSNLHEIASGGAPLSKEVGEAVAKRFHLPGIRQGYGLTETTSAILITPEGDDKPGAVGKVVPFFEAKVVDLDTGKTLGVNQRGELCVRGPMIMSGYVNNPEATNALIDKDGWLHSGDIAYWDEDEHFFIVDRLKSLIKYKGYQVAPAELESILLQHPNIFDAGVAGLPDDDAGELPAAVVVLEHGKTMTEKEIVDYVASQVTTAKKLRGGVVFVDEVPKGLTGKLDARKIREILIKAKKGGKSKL
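Purified P. pyralis luciferase (10nM final) with 10uM D-luciferin and 10uM ATP (Km levels) in 50mM Tris acetate pH 7.5, 10mM Mg acetate, 0.01% Tween-20, 0.05% BSA; qHTS 6-point titration, ~60 µM downward; luminescence read.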
Gal4-VP16 FLuc – VP16 counterscreen qHTS for inhibitors of ROR gamma transcriptional activity; 3.5% of 310,000 active; Drosophila S2 Gal4-VP16 UAS-luciferase, luminescence, 20 h; Potency, µM (series often up to 53.6 µM), inactives show at the highest dose activity, negative = inhibition, actives largely listed as inhibitors;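 further: Gal4-VP16 expression switched on by copper sulfate through the metallothionein promoter; on the % scale 0 is the no-effect control and ±100 the full control effect; nearly all actives have a fitted effect of over 50% in size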
ELG1 genotoxic – qHTS screen for small molecules that induce genotoxicity in human embryonic kidney (HEK293T) cells expressing luciferase-tagged ELG1. HEK293T ELG1-luciferase reporter, luminescence, 16 h. Potency, µM (highest dose often 46 µM), for inactives: at the highest dose activity change, positive = activation, most hits filed as activators. 1.3% of 330,000 active; further: % of control where 0% means no effect; nearly all actives have a fitted effect of over 60% in size
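HEK293T cells expressing luciferase-tagged ELG1 were exposed to compound or DMSO vehicle for 16 hr at 37 °C and 5% CO2. Luciferase activity was then measured with ONE-Glo after 30 min at room temperature.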
MBNL1 CUG block – qHTS Assay for Inhibitors of MBNL1-poly(CUG) RNA binding | TR-FRET MBNL1-His/biotin-(CUG)12 binding, 665/545 ratio | Potency, µM (highest dose often 57.5 µM), for inactives: top-dose activity change, negative = inhibition, hits mostly inhibitors | 0.036% of 280,000 active; active means well fitted inhibition curve with a large enough effect in the signal ratio, with a control signal flat, not every such curve was filed as active; inconclusive means small, poorly fitted or top-dose-only effect, or effect the other way, or a change in a side signal; inactive means no such curve, though single readings can be large or run the other way; the % refers to the signal ratio; further: on the % scale 0 is the no-effect control and ±100 the full control effect
Target sequence (Q9NR56 whole entry, looked up): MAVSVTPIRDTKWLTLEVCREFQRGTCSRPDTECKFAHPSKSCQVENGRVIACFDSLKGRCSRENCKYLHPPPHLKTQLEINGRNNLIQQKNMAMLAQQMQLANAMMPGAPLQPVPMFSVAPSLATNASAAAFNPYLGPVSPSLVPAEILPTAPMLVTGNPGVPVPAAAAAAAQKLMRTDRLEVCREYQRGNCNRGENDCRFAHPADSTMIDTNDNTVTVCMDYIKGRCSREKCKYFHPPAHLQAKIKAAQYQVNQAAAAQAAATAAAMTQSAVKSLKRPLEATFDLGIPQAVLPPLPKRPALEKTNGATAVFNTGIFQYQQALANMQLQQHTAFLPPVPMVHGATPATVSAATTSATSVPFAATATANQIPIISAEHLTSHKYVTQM
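Compounds (final 92 nM to 58 uM) are added to His-tagged MBNL1 and biotin-(CUG)12, then terbium anti-His antibody and streptavidin-XL665 (5 nM final). After 60 min at room temperature, the 665/545 nm ratio is read.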
CXXC DNA block – qHTS Fluorescence Polarization Assay for Inhibitors of MLL CXXC domain - DNA interaction | Histone-lysine N-methyltransferase 2A (Homo sapiens), Q03164 | MLL-CXXC / FITC-HOXA9 DNA fluorescence polarization | Potency, µM (top dose mostly 115 µM), inactives show top-dose activity change, negative = inhibition, usual class: inhibitors | 0.037% of 290,000 active | AID 2662, 2010; active means well fitted inhibition curve with a large enough effect in the polarisation, with a control signal flat, not every such curve was filed as active; inconclusive means small, poorly fitted or top-dose-only effect, or effect the other way, or a change in a side signal; inactive means no such curve, though single readings can be large or run the other way; the % refers to the polarisation
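Purified MLL-CXXC (added from a 7 uM solution) was preincubated 5 min at ambient with pinned compounds in 50 mM Tris-HCl pH 7.5, 50 mM NaCl, 1 mM DTT, 0.05% BSA. Fluorescein-labeled HOX-A9 DNA (50 nM solution) followed, 30 min, then polarization read.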
p53 reactivation – qHTS assay for re-activators of p53 using a Luc reporter; Potency, µM (highest dose often 92.2 µM), without a hit: top-dose activity change, positive = activation, actives largely listed as activators; H1299 p53-A138V BP100-luciferase reporter, luminescence, 24 h; 0.063% of 320,000 active; AID 504706, 2011; further: % of control where 0% means no effect; nearly all actives have a fitted effect of over 45% in size
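H1299 (p53-null), stable ts p53-A138V + BP100-Luc; 1000 cells/well, Opti-MEM/10% FBS; cpd 4 pt, 1:5; 24 h, 37 deg C, 5% CO2; detection reagent 10 min RT; luminescence.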
Rab9 prom act – qHTS Assay for Rab9 Promoter Activators; Huh7 Rab9 promoter-luciferase reporter, luminescence, 24 h; Potency, µM (highest dose often 9.22 µM), for the others: top-dose activation, negative = inhibition, usual class: activators; 2.8% of 320,000 active; AID 485297, 2010; further: % of control where 0% means no effect; nearly all actives have a fitted effect of over 60% in size
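Cell-based reporter: Huh7 stable for Rab9 promoter-driven luciferase, plated in reduced-serum medium with 10% FBS at 1500 cells/well, compound-treated 24 h at 37 °C, luminescence read after 10 min reagent.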
BRCA1 expr up – qHTS Assay to Identify Small Molecule Activators of BRCA1 Expression. 1.1% of 380,000 active. Potency, µM (top dose mostly 46.1 µM), for inactives: at the top dose activation, hits mostly activators. MCF7-BRCA1-FFLuc reporter, luminescence, 48 h; response scale: scaled: vehicle 0%, 10 µM genistein 100%; further: nearly all actives have a fitted effect of over 80% in size; some results filed as inactive show a strong effect at the top dose
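Reporter cells (MCF7, BRCA1 promoter-firefly luciferase) received library compounds across a concentration series for 48 h. End-point luminescence was measured and concentration-effect curves derived after normalization.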
uPA generation – qHTS for Inhibitors of Cell Surface uPA Generation | 0.31% of 330,000 active | Potency, µM (titrated, usually from 38.3 µM), without a hit: at the top dose activity change, negative = inhibition, most hits filed as inhibitors | cell surface uPA generation assay, qHTS; active means well fitted inhibition curve with a large enough effect; inconclusive means small, poorly fitted or top-dose-only effect; inactive means no such curve, though single readings can be large or run the other way; tested in mouse RAW 264.7 cells; further: on the % scale 0 is the no-effect control and ±100 the full control effect; nearly all actives have a fitted effect of over 55% in size
RORgamma inh – qHTS for inhibitors of ROR gamma transcriptional activity; Potency, µM (series often up to 53.6 µM), without a hit: at the top dose activity change, negative = inhibition, actives largely listed as inhibitors; Drosophila S2 Gal4-RORgamma UAS-luciferase reporter, 20 h; 5.4% of 310,000 active; further: on the % scale 0 is the no-effect control and ±100 the full control effect; nearly all actives have a fitted effect of over 60% in size
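Luminescence from a UAS-regulated Photinus luciferase reporter in stably transfected Drosophila Schneider cells is measured; decreased signal marks ROR gamma inhibition. Fusion expression is induced by 700 uM copper sulfate for 20 hr.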
The depositor's hits bear a star; ? = inconclusive; · = not tested or not shown; & = joins results of further samples; [ ] = dose if it differs, or a comment. Unless noted, the call rests on the fitted dose curve; in most records, active means well fitted curve in the direction sought with a large enough effect; inconclusive means small, poorly fitted or top-dose-only effect, or another doubt; inactive means no such curve, though single readings can be large; an effect the other way counts as inactive or inconclusive. Potency means the concentration at half of the fitted maximal effect. An excerpt (hit frequency here may not be typical).

SMILES	NPC1 prom act	FLuc counter	Gal4-VP16 FLuc	ELG1 genotoxic	MBNL1 CUG block	CXXC DNA block	p53 reactivation	Rab9 prom act	BRCA1 expr up	uPA generation	RORgamma inh
COc1cc(OC)nc(S(C)(=O)=O)n1	-4%	2%	-28%	0%	-14%	4%	11%	-3%	-26%	-6%	-9%
Cc1ccc(S(=O)(=O)N2CCOCC2)cc1C(=O)Nc1nc2ccccc2[nH]1	-5%	?	18µM*	5%	2%	15%	10%	-5%	-22%	-5%	16µM*
O=C(Nc1ccccc1O)/C(=C\c1ccccc1)NC(=O)c1ccccc1	-5%	3%	1%[10 µM]	-8%	-1%	10%	-2%	-5%	-7%	3%	17%
COC(=O)CC1=C(C(=O)OC)C(c2ccc3c(c2)OCO3)C(C#N)=C(N)O1 (stereo not drawn)	-3%	-5%	7%	1%	7%	-16%	4%	0%	19%	-4%	3%
CNC(=O)c1ccc(-n2nc(C)cc2-c2ccccc2)cc1	-4%	2%	-2%	5%	6%	-5%	-3%	-5%	-12%	5%	-8%
OC[C@H]1OC(O)[C@@H](O)[C@@H](O)[C@@H]1O (stereo partly drawn)	-7%	0%	-8%	-1%	·	·	3%	-1%	10%	13%	5%
CCN=C1SC(C(=O)Nc2cccc(C)c2)CC(=O)N1CC (stereo not drawn)	-3%	3%[2.3 µM]	12%	-8%	8%	-2%	2%	-5%	-27%	7%	17%
CC(C)CCC1(CCNC(=O)c2cccs2)CCOC(C)(C)C1 (stereo not drawn)	3%	4%	-23%	-12%	-6%	1%	0%	-1%	-9%	2%	?
N#Cc1c(-c2ccccc2)[nH]c(=S)[nH]c1=O	1%	1%	10%	5%	0%	26%	-2%	-1%	0%[1.84 µM]	3%	23%
CCCCC1=CC2=C(c3ccco3)C(=O)C(C)(OC(=O)c3ccc(OC)cc3)C(=O)C2=CN1C1CCCCC1 (stereo not drawn)	-1%	0%	-5%	-2%	49%[activator]	13%	-2%	-10%	-20%	-3%	38%
CC1CCCN(C(=O)CCCn2c(=S)[nH]c3ccccc3c2=O)C1 (stereo not drawn)	1%	-8%	?	-4%	6%	18%	-3%	-5%	-12%	·	?
OCCCNc1nc(-c2ccc(Cl)cc2)nnc1-c1ccccc1	-3%	?	-5%	4%	·	17%	0%	-4%	38%	3%	?
COc1ccc(-c2noc(CCCOc3ccc(Cl)cc3Cl)n2)cc1	3%	-9%	-4%	?	-2%	-2%	-9%	0%	6%	3%	13%
COc1ccc(N2C(=O)/C(=C3/C=CC=CN3C)SC2=S)cc1	2%	-2%	8%	5%	?	6%	4%	7%	20%	-3%	15%
O=C(NC1CCCC1)c1cc(-c2cccs2)on1	1.6µM*	4.8µM*	-14%	9.2µM*	-2%	0%	88%	2µM*	-43%&-14%	?	?
COc1cc(O)sc1C=Nc1ccc(Cl)cc1Cl	0%	4%	-7%	?	-3%	-4%	1%	15%	-3%	1%	-20%
O=C(Nc1ccc(Cl)cc1)C1CC=CCC1C(=O)OCC(F)(F)C(F)F (stereo not drawn)	-2%	-1%	-12%	2%	8%	19%	14%	-14%	11%	-4%	5%
CC(C)[C@H](NC(=O)c1ccco1)C(=O)OCC(=O)Nc1ccccc1OC(F)F	-1%	4%	-2%	1%	·	-4%	-1%	10%	-3%	6%	-2%
C=CCSc1nnc(NC(=O)CSc2nc3ccccc3[nH]2)s1	0%	?	-1%	0%	7%	-1%	15%	1%	-4%	·	-19%
Cc1ccc(N(CC(=O)NCC2CCCO2)C(=O)CCC(=O)Nc2ccccn2)cc1 (stereo not drawn)	-3%	1%	12%	-26%	6%	-1%	-1%	0%	0%	0%	1%
COc1ccccc1/C=C1\NC(=S)N(CC2CCCO2)C1=O (stereo not drawn)	-3%	-22%	13µM*	-1%	?	3%	5%	11%	20%	5%	15%
COc1ccccc1-n1c(C)nc2cc(C(=O)NCC3CCCO3)ccc21 (stereo not drawn)	-1%	-2%	-3%	8%	0%	8%	0%	-2%	1%	2%	-5%
CN1CCCN(S(=O)(=O)c2cccc(C#N)c2)CC1	0%	1%	0%	-15%	-14%	17%	-5%	2%	-3%	8%	-17%
O=C(Nc1ccc2c(c1)OCO2)OCc1ccccc1	1.6µM*	6µM*	-7%	?	-6%	-4%	?	1.3µM*	2.2µM*	·	2%
CC(NC(=O)CSC(=S)N1CCCC1)c1ccc(S(N)(=O)=O)cc1 (stereo not drawn)	-2%	6%	·	2%	·	·	4%	-4%	-5%	18%	·

Among those listed so far, these contain fluorine.
SMILES	NPC1 prom act	FLuc counter	Gal4-VP16 FLuc	ELG1 genotoxic	MBNL1 CUG block	CXXC DNA block	p53 reactivation	Rab9 prom act	BRCA1 expr up	uPA generation	RORgamma inh
O=C(Nc1ccc(Cl)cc1)C1CC=CCC1C(=O)OCC(F)(F)C(F)F (stereo not drawn)	-2%	-1%	-12%	2%	8%	19%	14%	-14%	11%	-4%	5%
CC(C)[C@H](NC(=O)c1ccco1)C(=O)OCC(=O)Nc1ccccc1OC(F)F	-1%	4%	-2%	1%	·	-4%	-1%	10%	-3%	6%	-2%

Going on with the list.
SMILES	NPC1 prom act	FLuc counter	Gal4-VP16 FLuc	ELG1 genotoxic	MBNL1 CUG block	CXXC DNA block	p53 reactivation	Rab9 prom act	BRCA1 expr up	uPA generation	RORgamma inh
COCCNC(=O)/C(C#N)=C/c1nc(N(C)C)n(-c2ccc(F)cc2)c1Cl	3%	-5%	0%	-5%	6%	-13%	5%	4%	-35%	-2%	-40%
COc1ccc2[nH]c(=O)c(CN(Cc3ccccc3)Cc3nnnn3CC3CCCO3)cc2c1 (stereo not drawn)	7%	-7%	-3%	6%	0%	8%	3%	-1%	-41%	-12%	5%
O=C(NCCCn1ccnc1)C(Cc1ccc([N+](=O)[O-])cc1)N1C(=O)c2ccccc2C1=O (stereo not drawn)	0%	2%	4%	3%	24%	-2%	10%	0%	11%	3%	-3%
Cn1c(=NC(=O)c2ccco2)sc2cccc(F)c21	2.5µM*	3.4µM*	?	?	13%	4%	?	?	-29%	?	-15%
CCc1ccc(C(=O)C[n+]2cccc3cc(OC)ccc32)cc1	-7%	-2%	-14%	-3%	?	16%	·	-9%	-31%	-15%	29%
COc1ccc(-c2nnc(SCC(=O)O)n2C)cc1OC	-3%	1%	-5%	1%	13%	1%	0%	10%	10%	1%	8%
COc1cc2c(cc1O)CCN(C(=O)CSc1nncn1C)[C@@H]2C	0%	0%	·	2%	·	·	0%	1%	0%	-5%	·
COC(=O)c1ccc2c(=O)n(CCN3CCOCC3)c(SCC(=O)Nc3ccc(OC)cc3OC)nc2c1	0%	-1%	-1%	2%[9.26 µM]	-6%	4%	-8%	0%	5%	11%	-8%
Cc1ccc(/C=C(\C#N)C(=O)Nc2c(C)cccc2C)s1	7%	-8%	14%	2%	15%	20%	0%	4%	-5%	-4%	19%
O=C(Cn1nc(Cc2cccnc2)c2ccccc2c1=O)NCC1COc2ccccc2O1 (stereo not drawn)	0%	0%	-1%	-9%	3%	-1%	-4%	-9%	-8%	12%	6%
COc1ccc(/C=N/NC(=S)Nc2ccccc2)cc1COc1ccc(F)cc1F	-1%	0%	1µM*	-2%	·	-2%	-10%	-7%	-23%	-2%	0.63µM*
CCc1[nH]nc2c1C1(C(=O)N(Cc3ccccc3)c3ccccc31)C(C#N)=C(N)O2 (stereo not drawn)	0%	0%	-29%	-3%	2%	-9%	-12%	-5%	0%	-4%	21%
Cc1[nH]n(-c2ccccc2)c(=O)c1-c1cccc(Cl)c1	-1%	?	-7%	-5%	-13%	-1%	0%	0%	2%	-4%	1%
O=C(c1cccc([N+](=O)[O-])c1)N(c1ccccn1)c1ccccn1	-3%	0%	7%	0%	35%[activator]	-2%	-3%	-2%	-2%	-4%	-29%
COCCNC(=O)c1ccccc1NC(=O)CSc1ccc(C)cc1	-2%	-2%	-11%	-1%	2%	18%	11%	-1%	-12%	4%	3%
O=C(NN1C(=O)c2ccccc2C1=O)C1CCCCC1	-4%	4%	-1%	0%	?	-1%	-5%	2%	-17%	-1%	-28%

Screens: PubChem, National Center for Advancing Translational Sciences (NCATS)
